# RORg inh: qHTS for inhibitors of ROR gamma transcriptional activity; Nuclear receptor ROR-gamma (Mus musculus), P51450; Drosophila S2 Gal4-RORgamma UAS-luciferase reporter, 20 h; Potency, µM (doses to about 53.6 µM), for the others: at the highest dose activity change, negative = inhibition, actives largely listed as inhibitors; 310,000 tested, 5.4% active; further: on the % scale 0 is the no-effect control and ±100 the full control effect; nearly all actives have a fitted effect of over 60% in size
# Target sequence (P51450 whole entry, looked up, the tested form may be a part): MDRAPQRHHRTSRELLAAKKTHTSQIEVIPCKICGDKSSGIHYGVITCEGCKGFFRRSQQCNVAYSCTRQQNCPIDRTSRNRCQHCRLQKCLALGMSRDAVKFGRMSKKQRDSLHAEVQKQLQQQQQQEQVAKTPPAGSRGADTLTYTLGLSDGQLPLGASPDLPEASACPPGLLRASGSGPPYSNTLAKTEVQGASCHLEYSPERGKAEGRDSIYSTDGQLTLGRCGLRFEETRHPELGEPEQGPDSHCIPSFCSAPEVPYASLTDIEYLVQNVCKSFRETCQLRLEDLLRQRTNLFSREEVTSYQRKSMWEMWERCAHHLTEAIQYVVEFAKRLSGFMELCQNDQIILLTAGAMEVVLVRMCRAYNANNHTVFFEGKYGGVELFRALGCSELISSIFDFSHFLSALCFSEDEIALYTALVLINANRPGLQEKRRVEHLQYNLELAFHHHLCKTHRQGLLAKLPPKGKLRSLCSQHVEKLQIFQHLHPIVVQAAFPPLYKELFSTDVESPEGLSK
#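 ROR gamma transcriptional activity was tracked as Gal4-UAS luciferase output in stably transfected Drosophila Schneider cells, with compound added 1 hr before 700 uM copper sulfate induction and a 20 hr ambient-temperature incubation.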
# VP16 counter: VP16 counterscreen qHTS for inhibitors of ROR gamma transcriptional activity; Drosophila S2 Gal4-VP16 UAS-luciferase, luminescence, 20 h; Potency, µM (highest dose often 53.6 µM), for the others: at the top dose activity, negative = inhibition, actives largely listed as inhibitors; 310,000 tested, 3.5% active;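 further: Gal4-VP16 expression switched on by copper sulfate through the metallothionein promoter; on the % scale 0 is the no-effect control and ±100 the full control effect; nearly all actives have a fitted effect of over 50% in size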
# BRCA1 expr act: qHTS Assay to Identify Small Molecule Activators of BRCA1 Expression | MCF7-BRCA1-FFLuc reporter, luminescence, 48 h; response scale: scaled: vehicle 0%, 10 µM genistein 100% | Potency, µM (doses to about 46.1 µM), inactives show at the top dose activation, hits mostly activators | 380,000 tested, 1.1% active; further: nearly all actives have a fitted effect of over 80% in size; some results filed as inactive show a strong effect at the top dose
#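 Luminescence from a BRCA1-driven firefly luciferase in MCF7 cells was the read-out, taken 15 min after substrate addition following 48 h compound exposure at 37 °C. Data were normalized to a 10 microM genistein control and DMSO vehicle.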
# NPC1 prom act: qHTS Assay for NPC1 Promoter Activators | Huh7 NPC1 promoter luciferase reporter, 24 h | Potency, µM (doses to about 9.22 µM), for inactives: top-dose activation, hits mostly activators | 320,000 tested, 2.4% active | AID 485313, 2010;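 further: % of control where 0% means no effect; nearly all actives have a fitted effect of over 60% in size; reporter is driven by a mutant NPC1 promoter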
#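 Readout is luciferase luminescence, reflecting NPC1 promoter activation in stably transfected Huh7 cells after 24 h compound exposure at 37 °C in reduced-serum medium with 10% FBS.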
# FLuc counter: qHTS profiling assay for firefly luciferase inhibitor/activator using purifed enzyme and Km concentrations of substrates (counterscreen for miR-21 project) | Luciferin 4-monooxygenase (Photinus pyralis), P08659 | purified FLuc, Km substrates, luminescence inhibition | Potency, µM (doses to about 57.5 µM), without a hit: top-dose activity change, negative = inhibition, usual class: inhibitors | 360,000 tested, 6.9% active;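 further: plate controls were vehicle for no effect and reference inhibitor for full effect; nearly all actives have a fitted effect of over 55% in size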
# Target sequence (P08659 whole entry, looked up): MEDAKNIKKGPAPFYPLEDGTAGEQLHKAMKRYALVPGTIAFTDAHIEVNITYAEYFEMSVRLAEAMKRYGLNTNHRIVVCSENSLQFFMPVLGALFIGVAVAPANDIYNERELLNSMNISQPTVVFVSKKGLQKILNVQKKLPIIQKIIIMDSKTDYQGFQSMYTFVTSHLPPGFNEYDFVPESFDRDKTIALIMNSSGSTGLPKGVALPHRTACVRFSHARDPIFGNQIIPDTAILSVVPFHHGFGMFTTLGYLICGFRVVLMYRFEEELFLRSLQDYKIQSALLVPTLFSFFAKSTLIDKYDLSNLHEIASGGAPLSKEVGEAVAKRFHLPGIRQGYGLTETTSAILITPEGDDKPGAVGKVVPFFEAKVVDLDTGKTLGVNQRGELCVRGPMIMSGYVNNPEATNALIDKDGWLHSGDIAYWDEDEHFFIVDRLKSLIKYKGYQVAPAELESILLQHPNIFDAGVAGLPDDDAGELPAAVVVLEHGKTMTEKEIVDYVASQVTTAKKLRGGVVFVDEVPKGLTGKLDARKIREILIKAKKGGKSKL
#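 Purified P. pyralis luciferase (10nM final) with 10uM D-luciferin and 10uM ATP (Km levels) in 50mM Tris acetate pH 7.5, 10mM Mg acetate, 0.01% Tween-20, 0.05% BSA; qHTS 6-point titration, ~60 µM downward; luminescence read.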
# ELG1 genotox: qHTS screen for small molecules that induce genotoxicity in human embryonic kidney (HEK293T) cells expressing luciferase-tagged ELG1 | HEK293T ELG1-luciferase reporter, luminescence, 16 h | AID 504466, 2011 | Potency, µM (doses to about 46 µM), for the others: top-dose activity change, positive = activation, hits mostly activators | 330,000 tested, 1.3% active; further: % of control where 0% means no effect; nearly all actives have a fitted effect of over 60% in size
#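 After overnight (16 hr) compound treatment at 37 °C, ELG1-luciferase HEK293T cells were lysed with ONE-Glo; luminescence quantified 30 min later at room temperature.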
# p53 reactivator: qHTS assay for re-activators of p53 using a Luc reporter. H1299 p53-A138V BP100-luciferase reporter, luminescence, 24 h. Potency, µM (series often up to 92.2 µM), inactives show at the top dose activity change, positive = activation, hits mostly activators. 320,000 tested, 0.063% active. AID 504706, 2011; further: % of control where 0% means no effect; nearly all actives have a fitted effect of over 45% in size
#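 H1299 (p53-null), stable ts p53-A138V + BP100-Luc; 1000 cells/well, Opti-MEM/10% FBS; cpd 4 pt, 1:5; 24 h, 37 deg C, 5% CO2; detection reagent 10 min RT; luminescence.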
# MBNL1-CUG inh: qHTS Assay for Inhibitors of MBNL1-poly(CUG) RNA binding | TR-FRET MBNL1-His/biotin-(CUG)12 binding, 665/545 ratio | Potency, µM (top dose mostly 57.5 µM), for inactives: top-dose activity change, negative = inhibition, actives largely listed as inhibitors | 280,000 tested, 0.036% active | AID 2675, 2010; active means well fitted inhibition curve with a large enough effect in the signal ratio, with a control signal flat, not every such curve was filed as active; inconclusive means small, poorly fitted or top-dose-only effect, or effect the other way, or a change in a side signal; inactive means no such curve, though single readings can be large or run the other way; the % refers to the signal ratio; further: on the % scale 0 is the no-effect control and ±100 the full control effect
#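 Ratiometric TR-FRET (665 over 545 nm, excitation 340 nm) tracks disruption of MBNL1-His/biotin-(CUG)12 complex after 60 min at room temperature, with compounds at 92 nM to 58 uM final.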
# uPA generation: qHTS for Inhibitors of Cell Surface uPA Generation; cell surface uPA generation assay, qHTS; Potency, µM (top dose mostly 38.3 µM), for the others: at the highest dose activity change, negative = inhibition, usual class: inhibitors; 330,000 tested, 0.31% active; AID 540303, 2011; active means well fitted inhibition curve with a large enough effect; inconclusive means small, poorly fitted or top-dose-only effect; inactive means no such curve, though single readings can be large or run the other way; tested in mouse RAW 264.7 cells; further: on the % scale 0 is the no-effect control and ±100 the full control effect; nearly all actives have a fitted effect of over 55% in size
# Rab9 promoter act: qHTS Assay for Rab9 Promoter Activators; 320,000 tested, 2.8% active; Huh7 Rab9 promoter-luciferase reporter, luminescence, 24 h; AID 485297, 2010; Potency, µM (series often up to 9.22 µM), without a hit: at the top dose activation, negative = inhibition, actives largely listed as activators; further: % of control where 0% means no effect; nearly all actives have a fitted effect of over 60% in size
#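 Luminescence read-out: Huh7 cells stably expressing Rab9-luciferase, treated 24 h with compound at 37 °C, then lysed with luciferase reagent for 10 min at ambient before reading.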
# * hit, by the source's call; ? = inconclusive; . = not tested or not shown; [ ] = another dose, or the depositor's remark. Unless noted, the call rests on the fitted dose curve; in most records, active means well fitted curve in the direction sought with a large enough effect; inconclusive means small, poorly fitted or top-dose-only effect, or another doubt; inactive means no such curve, though single readings can be large; an effect the other way counts as inactive or inconclusive. Potency means the concentration at half of the fitted maximal effect.
cpd	molecule	RORg inh	VP16 counter	BRCA1 expr act	NPC1 prom act	FLuc counter
1	CC(C)c1ccc(NC(=O)Nc2cc3sccc3n2C)cc1	-9%	2%	-43%	-3%	0%
2	C=C1/C=C(\C)C(C)(O)CC(O)CC(=O)C(O)C(O)C(C)CC(C)OC(=O)/C(C)=C/CC/C=C/C(OC)C(O)CC(C)C1 (stereo not given)	.	.	-29%	.	.
3	Cc1cc(N2C(=O)C3C4CC(c5ccccc5)C(C4)C3C2=O)no1 (stereo not given)	14%	-8%	16%	-8%	3%
4	COc1ccc(NC(=O)C2CCC2)cc1S(=O)(=O)Nc1cc(C)ccc1Br	.	.	-37%	.	.
5	COc1cc(CN2CCCC(C)C2)cc([N+](=O)[O-])c1O (stereo not given)	-8%	0%	5%	0%	4%
6	Cc1nc(C(C)NC(=O)c2ccc(OC3CCN(Cc4ccccn4)CC3)cc2)c(C)s1 (stereo not given)	-24%	12%	-17%	0%	2%
7	COc1ccc(/C(C)=N\NS(C)(=O)=O)c(OC)c1	6%	-15%	-1%	0%	2%
8	CCN1CCN(Cc2ccc(NC(=O)Nc3ccccc3OC)cc2)CC1	1%	9%	?	?	11µM*

cpd	ELG1 genotox	p53 reactivator	MBNL1-CUG inh	uPA generation	Rab9 promoter act
1	-7%	4%	20%	-8%	-3%
2	-4%	3%	.	-7%	.
3	1%	-1%	-11%	-3%	-3%
4	-9%	2%	.	-2%	.
5	2%	-12%	?	.	-5%
6	1%	-5%	1%	-1%	-2%
7	3%	-1%	-4%[11.5 µM]	8%	-3%
8	18µM*	?	-10%	?	?

# Other compounds follow.
cpd	molecule	RORg inh	VP16 counter	BRCA1 expr act	NPC1 prom act	FLuc counter
9	CN(C(=O)c1ccccc1C(=O)OCC(=O)Nc1ccc(OC(F)F)cc1)c1ccccc1	.	.	18%	2%	-9%
10	CCOC(=O)N1CCC(NC(=O)C(C)n2c3ccccc3c3cnn(C)c(=O)c32)CC1 (stereo not given)	0%	-2%	-3%	-3%	0%
11	Cc1ccc(CN(C(=O)c2cccs2)C2CCS(=O)(=O)C2)cc1 (stereo not given)	14%	-4%	-1%	-7%	5%
12	Cn1cnc(S(=O)(=O)Nc2ccc(C(F)(F)F)cc2)c1	-2%	2%	2%	0%	-1%
13	Cc1cccc(-n2ncc3c(=O)[nH]c(SCC(=O)NCCC4=CCCCC4)nc32)c1	.	.	-3%	-3%	6%
14	COc1ccc(N(C(=O)c2cnccn2)C(C(=O)NCc2ccccc2)c2ccc(O)cc2)cc1 (stereo not given)	13%	-10%	90%	?	?
15	C/C(=N\N=C(c1ccccc1)c1ccccc1)c1ccco1	11%	-5%	0%	0%	-6%
16	CCOC(=O)N1CCN(C(=O)c2ccc(OCC)cc2)CC1	-1%	-4%	32%	-5%	0%

cpd	ELG1 genotox	p53 reactivator	MBNL1-CUG inh	uPA generation	Rab9 promoter act
9	-1%	7%	.	?	3%
10	-1%	-3%	-7%	5%	-4%
11	1%	-1%	-1%	-8%	0%
12	1%	-3%	3%	-3%	1%
13	3%	3%	.	12%	-9%
14	?	?	1%	-5%	?
15	2%	3%	-1%	-7%	3%
16	1%	-1%	-4%	2%	-3%

# Full records as entered above. Order of values: RORg inh, VP16 counter, BRCA1 expr act, NPC1 prom act, FLuc counter, ELG1 genotox, p53 reactivator, MBNL1-CUG inh, uPA generation, Rab9 promoter act
# C/C(=N\N=C(c1ccccc1)c1ccccc1)c1ccco1 is listed as 11%, -5%, 0%, 0%, -6%, 2%, 3%, -1%, -7%, 3%
# Cn1cnc(S(=O)(=O)Nc2ccc(C(F)(F)F)cc2)c1 is listed as -2%, 2%, 2%, 0%, -1%, 1%, -3%, 3%, -3%, 1%
# CCOC(=O)N1CCN(C(=O)c2ccc(OCC)cc2)CC1 is listed as -1%, -4%, 32%, -5%, 0%, 1%, -1%, -4%, 2%, -3%

# (next part)
cpd	molecule	RORg inh	VP16 counter	BRCA1 expr act	NPC1 prom act	FLuc counter
17	Nc1cccnc1Oc1ccc(F)cc1F	24%	-1%	8%	-4%	1%
18	COC(=O)c1cc(Br)c(=O)n(CCC2=CCCCC2)c1	-39%	1%	-9%	1%	-2%
19	CC(C)CNC(=O)COc1ccccc1[N+](=O)[O-]	19%	-2%	43%	0%	-6%
20	CSc1ccc(CCNS(=O)(=O)c2c(C)[nH]c(C)c2C(=O)N2CCCCC2)cc1	11%	1%	0%	3%	0%
21	C/C(=N\NC(=O)CNC(=O)C(c1ccccc1)c1ccccc1)c1ccccc1	0%	-20%	2%	5%	-1%
22	O=C(CSc1nc(-c2ccccc2)c(-c2ccccc2)o1)NC1CCS(=O)(=O)C1 (stereo not given)	11%	8%	-19%	-3%	-10%
23	Cc1cc(NC(=O)CSc2nc3ccccc3c(=O)n2Cc2ccc(F)cc2)no1	?	-18%	7%	-2%	-2%
24	COc1ccc(C2C3=C(CCCC3=O)Nc3nc(-c4cc(OC)c(OC)c(OC)c4)nn32)cc1OC (stereo not given)	-22%	-12%	-39%	-2%	3%

cpd	ELG1 genotox	p53 reactivator	MBNL1-CUG inh	uPA generation	Rab9 promoter act
17	4%	-1%	.	3%	-4%
18	9%	-23%	2%	2%	-4%
19	8%	30%	22%	-4%	2%
20	0%[9.26 µM]	0%	-5%	3%	-3%
21	7%	0%	?	0%	10%
22	0%	-2%	-5%	-4%	1%
23	11%	-2%	1%	-2%	5%
24	21µM*	-13%	5%	.	-14%

# Continuation:
cpd	molecule	RORg inh	VP16 counter	BRCA1 expr act	NPC1 prom act	FLuc counter
25	COc1ccc(C2NC3=C(CCC3)C3(C#N)C(OC)(OC)N=C(N)C23C#N)cc1 (stereo not given)	0%	-6%	-31%	1%	-12%
26	C/C(=N/NC(=O)c1cc(-c2cccc([N+](=O)[O-])c2)n[nH]1)c1cccc(O)c1	0%	-8%	-32%	-3%	2%
27	COc1ccc(CN([C@H](CO)CC(C)C)S(=O)(=O)N(Cc2ccccc2)[C@H](CO)CC(C)C)cc1	.	.	-75%	.	.
28	Cn1ncc([N+](=O)[O-])c1C(=O)NC1CCCCCC1	.	.	13%	2%	-1%
29	CCCC(=O)Nc1cc(OCC)c(NC(=O)NC2CCCCC2)cc1OCC	-13%	5%	5%	-1%	-4%
30	Cc1ccc(/C=C/C(=O)N2CCCN(C(=O)/C=C/c3ccc(C)cc3)CC2)cc1	24%	1%	61%	15%	11µM*
31	CCCOP(=O)(OCCC)C(NC(=O)C(C)(C)C)c1ccccc1 (stereo not given)	-43%	-1%	0%	1%	3%
32	CCn1ccc(-c2ccccc2)c(C#N)c1=O	3%	-10%	13%	0%	-2%

cpd	ELG1 genotox	p53 reactivator	MBNL1-CUG inh	uPA generation	Rab9 promoter act
25	0%	-4%	2%	1%	5%
26	0%	1%	.	-12%	-4%
27	-9%	-15%	.	?	.
28	0%	.	2%	-3%	3%
29	-1%	-2%	-2%	-3%	11%
30	14%	?	12%	-11%	20%
31	-2%	-7%	-5%	9%	0%
32	2%	-1%	7%	-4%	-2%

# (continued)
cpd	molecule	RORg inh	VP16 counter	BRCA1 expr act	NPC1 prom act	FLuc counter
33	COc1cc(C2NC(=S)NC(C)=C2C(=O)OC(C)C)ccc1OC(C)C (stereo not given)	?	?	-2%	-4%	3%
34	COc1ccccc1NC(=O)C(=O)NCc1ccccc1Cl	4%	-11%	-3%	7%	1%
35	CCOC(=O)c1c(C)[nH]c(C)c1S(=O)(=O)N(C)CC(=O)Nc1ccccc1	15%	0%	-13%	-2%	0%
36	CC1(C)Cc2c(sc(NC(=O)C(=O)NCCCN3CCOCC3)c2C#N)CO1	-3%	-11%	-6%	-1%	?
37	O=C(NCCc1ccccc1)c1ccc(-n2cnnn2)cc1	-2%	5%	95%	29%	?
38	COc1ccc(NC(=O)CN2CCN(CC(=O)Nc3ccc(F)cc3)CC2)c(OC)c1	5%	-4%	0%	-5%	-2%
39	CCCCOC(=O)Nc1cc(C)c(Cl)cc1OC	21%	-4%	11%	1%	-1%
40	Cc1ccc2[nH]cc(CCNC(=O)Nc3ccccc3)c2c1	?	-17%	-30%	1%	0%
41	COc1ccc(NC(C)=O)cc1S(=O)(=O)N1CC=C(c2ccccc2)CC1	.	.	-3%	.	.
42	CCc1ccccc1NC(=O)c1cnc2scc(C)n2c1=O	?	3%	-15%	21%	?

cpd	ELG1 genotox	p53 reactivator	MBNL1-CUG inh	uPA generation	Rab9 promoter act
33	5%	-4%	14%	6%	2%
34	5%	1%	-2%	-1%	1%
35	-2%	-5%	-3%	10%	-3%
36	0%	6%	6%	-13%	1%
37	?	?	3%	.	?
38	-1%	-2%	-3%	5%	-8%
39	9%	3%	-2%	0%	-2%
40	-3%	?	-5%	.	-3%
41	-1%	2%	.	-7%	.
42	15%	19%	-6%	-18%	29%

# Screens (PubChem)
